# HDAC3 inhib: blocks human histone deacetylase 3; recombinant HDAC3, fluorogenic peptide/trypsin coupled, fluorescence; inhibition, % at 8.3 µM; hit rate 0.15% among 320,000; in the data active = inhibition above about 26%, passing the limit was not always enough
# KCNK3 block: human KCNK3 channel inhibition, primary screen. B-score at 10 µM. AID 602410. CHO-KCNK3 thallium flux, FluxOR fluorescence; hits give low values. hit rate 0.84% among 340,000. O14649;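 active = B-score under library mean minus 4 SD, starting fluorescence ratio at most library mean plus 5 SD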;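 also: more negative B-score means stronger inhibition of thallium flux through KCNK3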
# DYRK1A inh: Dyrk1A (rat) kinase inhibition; Q63470; ADP-Glo luminescence, NFATc1 peptide; inhibition, % at 12.5 µM; hit rate 0.43% among 310,000; AID 504441; in the data active = inhibition above about 50%;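 also: plate controls were vehicle with enzyme for no effect and no enzyme for full effect; many of its hits are not listed in these tables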
# RGS4 pot: RGS4 potentiation or activation | AID 463111 | HEK293 M3R/inducible RGS4, carbachol calcium flux Fluo4; hits give low values | B-score at 10 µM | hit rate 0.92% among 310,000;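 active = B-score of the integrated calcium signal more than 4 SD below the library mean, with starting fluorescence not abnormally high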;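 also: negative B-score means reduced calcium response which marks RGS4 activation or potentiation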
#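 Also added: carbachol at ECmax as muscarinic agonist stimulus; Assay system: HEK293 cells with stable M3R and inducible RGS4; Timing: overnight RGS4 induction, 30 min dye load 37 °C, 20 min compound RT; Measured by: Fluo4-AM (2 µM) calcium-flux fluorescence, kinetic read.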
# GSK3A inh: inhibitors of human GSK-3 alpha kinase | P49840 | ADP-Glo luminescence, 60 min | inhibition, % at 10 µM | hit rate 0.1% among 320,000 | AID 2650;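 in the data active = inhibition above about 50%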;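 also: GST-tagged GSK-3 alpha with peptide substrate and 25 µM ATP; 0% = DMSO neutral wells and 100% = GW8510 positive control wells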
# PolyA inh: inhibitors of polyadenylation in S. cerevisiae. S. cerevisiae SKY197-pL101 polyadenylation reporter, beta-gal luminescence; efflux-impaired pdr1/pdr3 knockout yeast; score 100 = 6 SD above DMSO. calls only at 12 µM. hit rate 0.02% among 300,000;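 active = lowest replicate activity score at least 50, where 100 means six control SD above control mean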;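 also: yeast exposed to compound for 9 h at 30 °C; higher score means more reporter readthrough which indicates perturbed polyadenylation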
# KCNQ1 block: blocks the human KCNQ1 potassium channel. P51787. CHO-K1 KCNQ1, FluxOR thallium flux fluorescence; hits give high values. B-score at 10 µM. hit rate 1.3% among 310,000;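 active = compounds whose thallium flux B-score, printed positive for inhibition, exceeds three library SD while starting fluorescence stays within three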;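 also: channel opened by potassium depolarization with thallium stimulus after 20 min compound exposure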
# Target sequence (P51787 whole entry, looked up): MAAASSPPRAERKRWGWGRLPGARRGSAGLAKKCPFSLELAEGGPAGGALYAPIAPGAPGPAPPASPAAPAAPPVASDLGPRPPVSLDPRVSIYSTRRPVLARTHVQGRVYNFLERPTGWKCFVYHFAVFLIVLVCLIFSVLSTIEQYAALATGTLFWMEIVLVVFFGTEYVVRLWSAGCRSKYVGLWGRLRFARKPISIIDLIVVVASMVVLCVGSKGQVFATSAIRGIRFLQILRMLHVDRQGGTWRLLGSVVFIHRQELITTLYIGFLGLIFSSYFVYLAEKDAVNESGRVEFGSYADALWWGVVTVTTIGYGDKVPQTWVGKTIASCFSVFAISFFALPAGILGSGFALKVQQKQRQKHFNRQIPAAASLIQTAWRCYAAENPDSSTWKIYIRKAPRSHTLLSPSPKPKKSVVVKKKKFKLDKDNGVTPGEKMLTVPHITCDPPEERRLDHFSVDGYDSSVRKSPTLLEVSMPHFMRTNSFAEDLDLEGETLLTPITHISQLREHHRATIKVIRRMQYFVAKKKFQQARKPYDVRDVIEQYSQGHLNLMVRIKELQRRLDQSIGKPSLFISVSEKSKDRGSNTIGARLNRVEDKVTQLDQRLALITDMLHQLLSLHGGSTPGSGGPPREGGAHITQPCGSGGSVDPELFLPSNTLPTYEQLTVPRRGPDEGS
# GSK3B inh: blocks human GSK3beta kinase activity; activity score (negative = inhibition), % at 10 µM; AID 2097; P49841; GST-GSK3beta kinase, ADP-Glo luminescence, 60 min; hits give low values; hit rate 0.038% among 300,000;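 active = more than half of replicate wells score below -50%, meaning over 50% inhibition versus plate controls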;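 also: 0% = median DMSO wells and -100% = median GW8510 positive control wells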
#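 Test system – GST-tagged human GSK3beta kinase, cell-free · Incubation – 60 min enzyme reaction, room temperature · Signal – ADP-Glo luminescence · Also added – peptide substrate and ATP at 25 µM · Controls – DMSO neutral wells and GW8510 at 20 µM as positive · Buffer or medium – Tris/MgCl2 kinase buffer · Measure – Luminescence-derived activity versus plate DMSO and GW8510 wells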
# hERG rescue: compounds protecting human hERG from proarrhythmic drug block; CHO-hERG, FluxOR thallium flux, dofetilide IC70 present; Q12809; hit rate 0.51% among 310,000; AID 1511; activation (rescue from dofetilide block), less the hit threshold, % at 10 µM;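 active = activation above the mean of controls blocked by dofetilide plus 5 SD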;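 also: thallium influx through hERG after potassium depolarization seen as dye fluorescence rise; in these data hits start at about 4.7%; inactives centre near -7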
# KCNK9 block: human KCNK9 channel inhibition | Q9NPC2 | AID 488922 | B-score at 10 µM | HEK293 KCNK9, FluxOR thallium flux fluorescence; hits give low values | hit rate 1.2% among 310,000;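 active = ratio B-score over 3 SD below the library mean, with starting fluorescence within 5 SD of its mean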;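 also: negative B-score means less thallium flux so channel inhibition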
# Target sequence (Q9NPC2 whole entry, looked up): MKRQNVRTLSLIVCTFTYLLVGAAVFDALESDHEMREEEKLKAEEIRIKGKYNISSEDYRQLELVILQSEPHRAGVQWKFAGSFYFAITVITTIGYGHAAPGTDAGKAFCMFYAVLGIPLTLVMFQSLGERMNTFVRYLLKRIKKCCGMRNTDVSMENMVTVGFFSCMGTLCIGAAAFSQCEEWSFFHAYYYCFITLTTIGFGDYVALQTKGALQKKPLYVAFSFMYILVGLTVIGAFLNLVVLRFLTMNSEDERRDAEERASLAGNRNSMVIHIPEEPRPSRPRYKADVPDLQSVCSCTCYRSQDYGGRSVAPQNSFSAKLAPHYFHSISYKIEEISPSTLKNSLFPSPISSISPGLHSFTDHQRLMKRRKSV
# KCNQ1 pot: potentiators or activators of human KCNQ1 potassium channel | AID 2648 | CHO-K1 KCNQ1, thallium flux FluxOR fluorescence; hits give high values | hit rate 0.35% among 310,000 | B-score at 10 µM | P51787;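 active = fluorescence ratio B-score, a plate-corrected score, at least three library SD, with initial intensity B-score within 5 SD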
#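 Schedule – 37 °C overnight plating, 90-min dark dye load, 20-min compound pretreatment · System – stable KCNQ1 CHO-K1 line · Probe or stimulus – thallium- and potassium-containing depolarizing buffer · Measured by – kinetic FluxOR fluorescence, 10 s baseline plus 110 s post-stimulus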
# Active calls of the source: *; i = inactive; . = no result given. An excerpt (hit frequency here may not be typical).
no.	canonical_smiles	HDAC3 inhib	KCNK3 block	DYRK1A inh	RGS4 pot	GSK3A inh	PolyA inh	KCNQ1 block	GSK3B inh	hERG rescue	KCNK9 block	KCNQ1 pot
1	COc1cc(/C=N\NC(=O)c2ccc(C)nc2)ccc1OC(=O)c1ccco1	9	i	1	i	-3	i	i	0	-6	i	i
2	COc1cc(NC(=S)N2CCN(S(C)(=O)=O)CC2)cc(OC)c1	4	i	1	i	.	.	i	-2	-10	i	i
3	CC(=O)N1CCc2cc(C(=O)CN3CCN(c4ccccc4F)CC3)ccc21	2	i	2	i	0	i	i	-3	-7	i	i
4	Cc1cccc(N2C(=O)CC(n3ccnc3)C2=O)c1C (configuration not stated)	1	i	10	i	1	i	i	2	-5	i	i
5	Cc1cc(NC(=O)CSc2nc(C(C)(C)C)nc3ccccc23)no1	4	i	.	i	-3	i	i	-2	3	i	i
6	COn1c(SCc2ccccc2)nc2ccccc2c1=O	-10	i	-1	i	0	i	i	2	-13	i	i
7	CC1(C)OC(=O)C(=CNc2ncccn2)C(=O)O1	17	i	-9	i	2	i	i	-4	-8	i	i
8	CC1CN(c2ccc([N+](=O)[O-])cc2F)CCN1C(=O)c1ccco1 (configuration not stated)	-6	i	-2	i	-1	i	i	-1	-8	i	i
9	COCCNc1cc(NCCOC)c([N+](=O)[O-])cc1[N+](=O)[O-]	-1	i	0	i	0	i	i	1	-7	i	i
10	CCN1CCN(CCCNC(=O)C2CCCN(c3nnc(-n4cccc4)s3)C2)CC1 (configuration not stated)	3	i	3	i	-3	i	i	2	-8	i	i
11	CCc1ccc(NC(=O)c2ccc3c(c2)C(=O)N(CCOC)C3Nc2ccc(CC)cc2)cc1 (configuration not stated)	-3	i	0	i	0	i	i	1	-9	i	i
12	O=C(Nc1cccc(-c2nc3cccnc3s2)c1)c1cccnc1Cl	-8	i	62*	i	40	i	i	2	-11	i	i
13	CCOc1ccc(N(Cc2cc3ccc(C)cc3[nH]c2=O)S(C)(=O)=O)cc1	3	i	-5	i	1	i	i	2	-8	i	i
14	Cc1ccccc1NC(=O)CSc1cn[nH]n1	-5	i	-7	i	-3	i	i	-1	-7	i	i
15	CN(CCNC(=O)Cn1c(=O)sc2ccccc21)Cc1ccccc1	-15	i	10	i	-1	i	i	-1	-7	i	i
16	N/C(=N\c1nc(CSc2nc3ccccc3s2)cc(=O)[nH]1)Nc1ccc(F)cc1	1	i	1	i	-4	.	i	-2	-12	i	i
17	Cc1ccccc1NC(=O)N1CCCC1C(=O)NCc1ccccc1 (configuration not stated)	-1	i	1	i	-3	i	i	14	0	i	i
18	CN(C)S(=O)(=O)c1ccc(NC(=S)NC(=O)c2cccs2)cc1	-2	i	2	i	-3	i	i	0	-7	i	i
19	O=C(CS(=O)c1cccc(C(F)(F)F)c1)Nc1ccccc1Cl (configuration not stated)	0	i	1	i	-5	i	i	2	-13	i	i
20	Fc1ccc(-c2noc(C3CCN(Cc4cccnc4)CC3)n2)cc1	6	i	7	i	2	i	i	3	-8	i	i
21	Cc1nc(N/N=C/c2ccc(Br)cc2)cc(N2CCOCC2)n1	1	i	-4	i	1	i	i	-2	-10	i	i
22	CCCC(=O)Nc1ccc(C(=O)NCc2ccccn2)cc1	-4	i	-6	i	0	i	i	-2	-6	i	i
23	COc1cc(/C=N/N(C)C)ccc1OC(=O)c1cccs1	7	i	.	i	0	i	i	-3	1	i	i
24	O=C(N/N=C\c1cccc(Cl)c1)c1ccc(Cn2cccn2)o1	9	i	.	i	0	i	i	-8	-6	i	i
25	CC(Nn1cnnc1)c1cc(Cl)ccc1O (configuration not stated)	-1	i	1	i	-1	i	i	-1	-14	i	i
26	O=C(NCc1cccc(F)c1)C1CCC(=O)N(CCCN2CCOCC2)C1 (configuration not stated)	-3	i	-5	i	-2	i	i	4	-5	i	i
27	Cc1nc(SCCC(=O)O)c2cc(-c3ccccc3)sc2n1	0	i	2	i	1	i	i	2	-14	i	i
28	CN1CCN(CCOCCOc2ccc(Br)cc2Cl)CC1	0	i	-2	i	0	i	i	.	-2	i	i
29	CC(=O)O/N=C/c1c(NCc2ccccc2)nc2c(C)cccn2c1=O	-3	i	.	i	2	i	i	-1	-3	i	i
30	O=C(Nc1ccc(Cl)cc1)c1ccc(-n2cncn2)c([N+](=O)[O-])c1	-7	i	-5	i	4	i	i	-1	-6	i	i
31	Cc1nc2ccccc2cc1C(=O)N/N=C/c1ccco1	5	i	0	i	-1	i	i	-2	-3	i	i
32	O=c1c2ccccc2nc2c3ccccc3c(NCc3cccnc3)nn12	-16	i	-5	i	3	i	i	0	-20	i	i
33	Cc1ccc(-n2c(SCC(=O)Nc3ccc(Cl)cc3)nc(O)cc2=O)cc1	-1	i	.	i	-6	i	i	1	-1	i	i
34	COc1ccc2[nH]c(C)c(CCNC(=S)Nc3ccc(F)cc3)c2c1	1	i	3	i	-3	i	i	-1	-8	i	i
35	COc1ccc(S(=O)(=O)N2CCN(C)CC2)c2ccccc12	-4	i	-5	i	1	i	i	3	-5	i	i
36	CC(=O)Nc1ccc(S(=O)(=O)N2CCN=C2SCc2cccnc2)cc1	-5	i	0	i	-2	i	i	4	-5	i	i
37	Cc1ccccc1NC(=O)c1c(C)[nH]c(=S)c(C#N)c1-c1ccco1	3	i	-1	i	-1	i	i	3	-6	i	i
38	O=C(CN1CCCCC1)NNC(=O)c1cccc(Br)c1	8	i	-1	i	-1	i	i	-1	-9	i	i
39	COc1ccc(N2CCN(Cc3nc(N)nc(Nc4ccc(C)c(Cl)c4)n3)CC2)cc1	15	i	1	i	-1	i	i	-7	-16	i	i
40	Cc1ccccc1C(=O)Nc1ccnn1C1CCN(Cc2ccccn2)CC1	9	i	3	i	1	i	i	1	-11	i	i
41	CC(=O)c1cccc(NC(=O)CN(C)Cc2ccc(OC(F)F)cc2)c1	.	i	-5	i	-4	i	i	1	-10	i	i
42	Cc1ccc(C(=O)N/C(=C\c2sccc2C)C(=O)NCc2ccncc2)cc1	.	i	6	i	.	i	i	0	-6	i	i
43	Cc1ccc(OCC(=O)NCCNC(=O)c2cccnc2)cc1C	-7	i	-9	i	5	i	i	-5	-5	i	i
44	CCOC(=O)C(C(=O)OCC)C(Nc1ccc(Br)cc1)c1ccccc1 (configuration not stated)	0	i	-2	i	-2	i	i	-2	-7	i	i
45	Cc1cc(C2N=C(N)Nc3nc4ccccc4n32)c(C)n1-c1ccccc1Cl (configuration not stated)	-4	i	-1	i	2	i	i	1	-11	-8.7*	i
46	CCOC(=O)c1sc(NC(=O)c2ccc(S(=O)(=O)N3CCCCC3)cc2)nc1-c1ccccc1	-8	i	5	i	5	i	i	-1	-8	i	i
47	CCC(=O)OCCNc1nc(-c2ccccc2)nc2ccccc12	12	i	25	i	1	i	i	0	-5	i	i
48	O=C(c1cccnc1)N1c2ccccc2Sc2ccccc21	-6	i	-1	i	2	i	i	-4	-8	i	i
49	Cc1ccsc1/C=N/NC(=O)c1ccncc1	0	i	.	i	2	i	i	-3	-9	i	i
50	COC(=O)NNC(=O)c1ccccc1OC	-5	i	-5	i	0	i	i	2	-13	i	i

# (listing goes on)
no.	canonical_smiles	HDAC3 inhib	KCNK3 block	DYRK1A inh	RGS4 pot	GSK3A inh	PolyA inh	KCNQ1 block	GSK3B inh	hERG rescue	KCNK9 block	KCNQ1 pot
51	CCCn1nnc2sc3c(c2c1=O)CCC(C)C3 (configuration not stated)	0	i	-10	i	0	i	i	0	-6	i	i
52	CC(C)Cc1ccc(CN2CCCC(NC(=O)CCN3CCOCC3)C2)cc1 (configuration not stated)	1	i	-9	i	-1	i	i	3	-8	i	i
53	CCOC(=O)C1CCCN(C(=O)C2CCN(S(=O)(=O)N3CCC4(CC3)OCCO4)CC2)C1 (configuration not stated)	-5	i	3	i	0	i	i	-3	-9	i	i
54	O=C(CNCc1ccco1)Nc1ccccc1-n1cccc1	7	i	-3	i	-1	i	i	1	-5	i	i
55	Cc1cc(C)n(-c2nc3ccccc3c3nc(C)nn23)n1	0	i	6	i	1	i	i	3	-7	i	i
56	O=C(Cc1cccc2ccccc12)N1CCCc2ccccc21	-2	i	2	i	0	i	i	-1	-7	i	i
57	COC(=O)c1ccc(NC(=O)C(=O)N2CCCC2)cc1	3	i	-4	i	-1	i	i	-1	0	i	i
58	COc1ccccc1NC(=O)c1c(N=Cc2ccccc2O)cnn1C	9	.	.	i	4	i	i	1	-1	i	i
59	CN1CCc2nc(SCC(=O)Nc3ccc(F)cc3)c(C#N)cc2C1	7	.	.	i	-4	i	i	-1	-12	i	i
60	CN(C)c1ccc2c(c1)OC(N)=C(C#N)C2c1cccc(F)c1 (configuration not stated)	5	-11*	2	i	-4	i	i	-4	-21	-6.8*	i
61	COc1ccc(C(=O)SC2=NCCS2)cc1	2	i	3	i	1	i	i	0	0	i	i
62	Cc1ccc(N2C(=O)N3[C@H](c4ccc(Cl)cc4)[C@@H]4C(=O)N(C5CCCCC5)C(=O)[C@@H]4[C@]3(Cc3ccccc3)C2=O)cc1	6	i	.	i	0	i	i	3	-5	i	i
63	Cc1ccsc1C(=O)NCCc1nnc2ccccn12	1	i	-3	i	-1	i	i	3	-6	i	i
64	CCCCCNC(=O)c1ccc2c(=O)n(CCOC)c(=O)[nH]c2c1	0	i	-3	i	-3	i	i	0	-11	i	i
65	C(=N\N1CCOCC1)/c1cn(-c2ccccc2)nc1-c1ccccc1	18	i	1	i	0	i	i	-2	-14	i	i
66	Cc1ccc(S(=O)(=O)Nc2nc3ccccc3s2)cc1	-4	i	9	i	-6	i	i	1	-5	i	i
67	O=C(CN1CCC(NC(=O)c2ccccc2Cl)CC1)NCc1ccco1	2	i	-5	i	0	i	i	0	2	i	i
68	CC(=O)c1cccc(NC(=O)NC2CC(=O)N(c3ccc4c(c3)OCCO4)C2)c1 (configuration not stated)	1	i	13	i	0	i	i	1	-14	i	i
69	Cc1ccc(NC(=O)N2CCC(NC(=O)c3cccc(C)c3)CC2)cc1	-10	i	5	i	0	i	i	1	-2	i	i
70	Cc1nn2c3cc(N4CCOCC4)ccc3nc2c2ccccc12	-2	.	.	i	0	i	i	4	-6	i	i
